PMI act hi M6P: PMI (human) activation, high substrate. P34949. coupled PMI enzyme assay, resazurin fluorescence, 20 min; stronger effect = higher value; 1 = untreated enzyme, 0 = substrate-free blank. activation factor at 20 µM. 0.34% of 190,000 active. AID 1216;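 active = activation factor of 2 or more at 20 µM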
Target sequence (P34949 whole entry, looked up): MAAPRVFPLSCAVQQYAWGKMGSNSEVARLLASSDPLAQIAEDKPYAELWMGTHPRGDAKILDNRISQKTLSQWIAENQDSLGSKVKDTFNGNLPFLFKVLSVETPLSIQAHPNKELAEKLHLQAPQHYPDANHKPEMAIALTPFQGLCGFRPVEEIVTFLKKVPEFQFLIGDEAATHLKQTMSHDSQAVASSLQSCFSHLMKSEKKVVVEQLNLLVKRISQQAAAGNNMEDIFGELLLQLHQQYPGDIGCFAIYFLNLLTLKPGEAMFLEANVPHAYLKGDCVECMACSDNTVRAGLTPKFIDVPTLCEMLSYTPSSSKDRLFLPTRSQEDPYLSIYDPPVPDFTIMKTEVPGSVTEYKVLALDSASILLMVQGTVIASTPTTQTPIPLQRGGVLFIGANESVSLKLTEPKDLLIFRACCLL
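Test system: human phosphomannose isomerase with PGI, G6PDH, diaphorase coupling enzymes; amount: 15 ng/mL PMI; incubation: enzyme reaction with compound 20 min at room temperature; technique: resorufin fluorescence (Ex 544/Em 590 nm) from resazurin via diaphorase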
S1P3 antagonist: blocks the human S1P3 receptor; CHO S1P3 NFAT-BLA reporter, FRET fluorescence, antagonist mode; inhibition, % at 4.98 µM; 0.27% of 170,000 active; Q99500;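 active = inhibition above the plate cutoff, the mean inhibition of test wells on that plate plus 3 SD, cut at about 28% in these data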;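 also: cells challenged with S1P at its EC80 of 0.8 µM; blue over green emission ratio from cleaved BLA substrate after 4 h stimulation; 0% = S1P-stimulated wells and 100% = unstimulated DMSO-only wells; some compounds past the cut are filed as inactive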
Target sequence (Q99500 whole entry, looked up): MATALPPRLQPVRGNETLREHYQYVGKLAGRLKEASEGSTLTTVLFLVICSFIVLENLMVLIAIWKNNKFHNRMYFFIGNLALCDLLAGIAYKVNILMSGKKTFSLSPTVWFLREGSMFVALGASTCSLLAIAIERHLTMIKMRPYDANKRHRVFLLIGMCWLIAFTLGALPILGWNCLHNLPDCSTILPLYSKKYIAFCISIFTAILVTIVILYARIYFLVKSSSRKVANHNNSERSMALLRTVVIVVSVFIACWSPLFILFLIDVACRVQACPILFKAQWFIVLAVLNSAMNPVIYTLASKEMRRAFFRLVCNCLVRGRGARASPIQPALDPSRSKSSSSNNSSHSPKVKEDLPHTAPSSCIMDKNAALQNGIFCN
G6PDH CS: inhibits Leuconostoc G6PDH, flagging false hits in G6PDH-based assays; Purified L. mesenteroides G6PDH, diaphorase/resazurin coupled fluorescence, 45 min; inhibition, % at 5 µM; 0.12% of 200,000 active; AID 1020
PMI activator: activators of human phosphomannose isomerase; P34949; purified human PMI, coupled resazurin fluorescence, 20 min; stronger effect = higher value; 1 = vehicle control, 0 substrate-free wells; activation factor at 20 µM; 0.005% of 190,000 active; AID 1214;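 active = activation factor of 2 or more at 20 µM, relative to plate controls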
RAM network inh: yeast RAM network inhibition | S. cerevisiae dse1pr::URA3 reporter, 5-FOA growth OD615, 2 d; analog-sensitive cbk1-as2 kinase mutant strain | inhibition, % at 50 µM | 1.8% of 190,000 active | AID 868;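 active = inhibition above a set limit, 3 SD over mean compound inhibition, cut at about 8.4% in these data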;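 also: 0% = DMSO-only wells with no growth and 100% = 10 µM 1-NA-PP1 full growth; inhibition rescues growth on 5-FOA so higher OD means more RAM inhibition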
Redox H2O2 prof: compounds producing H2O2 with reducing agent – biochemical, NIH compound library profiling, artefact control for MLSCN library redox annotation, primary screen | activation, % at 10 µM | DTT-dependent redox cycling H2O2, phenol red/HRP absorbance; 100% = 100 µM peroxide control, 0% = buffer | AID 878 | 0.03% of 200,000 active;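 active = activation of at least 50% relative to the plate's high and low controls in the primary single-dose screen; inactive = activation below 50%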;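 also: compound incubated with DTT at 0.8 mM final as the reducing agent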
Hsp70 activator: Hsp70 transcriptional activation, primary screen; activation, % at 10 µM; 0.04% of 200,000 active; HeLa Hsp70 promoter luciferase reporter, luminescence; scaled: vehicle 0, proteasome-inhibitor control 100%;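 active = activation above the mean across all tested compounds plus 3 SD, cutoff set per campaign, cut at about 5.5% in these data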;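 also: 100% = MG132 at 30 µM as the positive control and 0% = DMSO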
L major viab: inhibitors of Leishmania major promastigote growth | Leishmania major promastigotes, resazurin fluorescence viability | 9% of 200,000 active | AID 1063 | inhibition, % at 10 µM;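 also: promastigotes grown with compound for 44 hours at 28 °C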
TLR4-MyD88 BLA: blocks binding of human TLR4 to MyD88. O00206+Q99836. HeLa CL3-4 TLR4/MyD88 BLA complementation, FRET ratio. inhibition, % at 8.4 µM. 0.18% of 200,000 active. AID 861; in the data active = inhibition above about 25%;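 also: 0% = vehicle and 100% = reference inhibitor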
Diaphorase inh: diaphorase inhibition or chemical oxidation counter-screen | diaphorase resazurin-to-resorufin fluorescence, NADH, 16 min; bacterial (C. kluyveri) enzyme, not human | inhibition, % at 20 µM | 0.69% of 190,000 active | AID 1217;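 active = primary screen inhibition at 20 µM above a set limit, cut at about 50% in these data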;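 also: plate controls were DMSO with full reaction for no effect and wells lacking NADH for full effect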
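Assay system: diaphorase enzyme from Clostridium kluyveri. Quantity: enzyme working solution with 0.14 U/mL diaphorase. Schedule: reaction incubation of 16 min at room temperature. Technique: resorufin fluorescence, excitation 544 nm, emission 590 nm. Controls: No-NADH positive control and DMSO neutral control.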
Diaphorase act: diaphorase activation or chemical reduction counter-screen | Diaphorase/resazurin coupled assay, resorufin fluorescence, 16 min; stronger effect = higher value; 1 = vehicle wells, 0 = NADH-free wells | activation factor at 20 µM | 0.005% of 190,000 active | AID 1229;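 active = diaphorase activity raised at least twofold by the compound at 20 µM; inactive = activation factor below 2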
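test system = bacterial diaphorase enzyme (C. kluyveri) | quantity = enzyme 0.07 U/mL final | reagent = NADH substrate 0.114 mM plus resazurin dye 0.1 mM, final | incubation = 16 min enzyme reaction, ambient temperature | buffer or medium = HEPES pH 7.4 buffer with MgCl2 and Tween 20 | signal = fluorescence of resorufin, 544 nm excitation, 590 nm emission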
Numbers without * were called inactive; . = not tested or not shown. Rule as the data show it, unless noted: active = inhibition above about 50%; inactive = the rest.

SMILES | PMI act hi M6P | S1P3 antagonist | G6PDH CS | PMI activator | RAM network inh | Redox H2O2 prof | Hsp70 activator | L major viab | TLR4-MyD88 BLA | Diaphorase inh | Diaphorase act
COc1ccc(CCNC(=O)Cc2cc(OCc3ccccc3)c(OC)cc2[N+](=O)[O-])cc1OC | 0.8 | . | 3 | 0.9 | 0.1 | -6.7 | -0.1 | 5 | -2 | 25 | 0.8
COCCn1c(SCC(=O)N2CCCc3ccccc32)nc2cccnc21 | 1 | 12 | 3 | 0.9 | 0.9 | 0.2 | 0.1 | 1 | -3 | 12 | 0.9
CCOC(=O)C(C(=O)OCC)C(C[N+](=O)[O-])c1ccccc1 (stereo unspecified) | 0.9 | -21 | 1 | 0.9 | 2.4 | -1.8 | -0.1 | 2 | -1 | 18 | 0.8
CCCCOc1ccc(N2CC(C(=O)NCCc3ccc(OC)c(OC)c3)CC2=O)cc1 (stereo unspecified) | 1 | -17 | -2 | 1 | 3.1 | 0.0 | -0.3 | 4 | 5 | 10 | 0.9
N#CNC(=Nc1cccc(F)c1)SCc1ccccc1 | 1 | 8 | 4 | 1 | 3.4 | -0.2 | -0.1 | 1 | -9 | 9 | 0.9
CCCN1C(=O)C(Cc2nc3ccccc3c(=O)n2-c2ccccc2)c2ccccc21 (stereo unspecified) | 0.9 | -6 | -7 | 0.9 | -0.7 | 0.1 | -0.5 | 89* | 3 | 13 | 0.9
CCOC(=O)COn1c(=O)c(-c2ccco2)[n+]([O-])c2ccccc21 | 0.8 | . | 4 | 0.9 | 0.8 | 1.1 | -0.2 | -4 | -1 | 21 | 0.8
CCOC(=O)CSc1nc(N)c(C#N)c(-c2ccc(OC)cc2)c1C#N | 1.2 | . | -1 | 1.2 | 4.4 | 0.0 | -0.4 | 1 | -7 | 16 | 0.8
O=C(O)CSCC(=O)Nc1ccc(Cl)cc1C(F)(F)F | 1 | 7 | 8 | 1 | 1.0 | -0.7 | -0.2 | -6 | -2 | 2 | 1
CCc1nc(N[C@@H](Cc2c[nH]c3ccccc23)C(=O)O)c2oc3ccccc3c2n1 | 1 | 3 | -5 | 0.9 | 0.7 | 0.4 | -0.2 | -8 | 3 | 9 | 0.9
O=C(Nc1ccc(S(=O)(=O)Nc2nccs2)cc1)c1ccc(F)c(S(=O)(=O)N2CCOCC2)c1 | 1 | 2 | 0 | 1 | 2.8 | -1.9 | -0.3 | -11 | 9 | 8 | 0.9
Cc1cc(OC(=O)c2ccc(Cl)cc2)cc(=O)n1C | 1 | . | 1 | 1.1 | -0.5 | -3.6 | -0.2 | 0 | -3 | 7 | 0.9
O=C1c2ccccc2C(=O)N1CCSc1ccccc1 | 1 | . | 6 | 1.1 | 0.3 | 0.5 | 0.7 | -2 | -4 | 11 | 0.9
COc1ccccc1OCc1csc(NC(=O)c2ccco2)n1 | 1 | -3 | 3 | 1 | 1.6 | 0.7 | 0.4 | 14 | -3 | 9 | 0.9
CCc1cc2c(SCC(=O)Nc3cc(C)on3)ncnc2s1 | 0.9 | 13 | 9 | 0.9 | 4.7 | -0.9 | -0.1 | -1 | -1 | 4 | 1
COc1cc(-c2nnc(COC(=O)c3cc(C)nc4ccc(C)cc34)o2)cc(OC)c1OC | 0.9 | . | -5 | 0.9 | 2.6 | 0.2 | 0.2 | 3 | -5 | 23 | 0.8
COc1ccc(N2CCN(C(=O)Cn3cncn3)CC2)cc1 | 0.7 | -5 | 11 | 0.9 | 0.7 | -0.9 | -0.1 | -1 | 5 | 12 | 0.9
N/C(=N/OCC(=O)Nc1cccc2ccccc12)c1nonc1N | 0.8 | . | 2 | 0.9 | 0.5 | 3.1 | 0.2 | -8 | -4 | 14 | 0.9
Cc1c(C(=O)N/N=C/c2ccc(Cl)cc2)[nH]c2ccc(Cl)cc12 | 1 | -15 | -16 | 0.9 | 8.5* | -0.1 | -0.1 | -7 | 2 | 5 | 0.9
O=C(NCCCN1CCN(c2ccccc2F)CC1)Nc1ccccc1[N+](=O)[O-] | 0.9 | -8 | -4 | 1 | 3.5 | -0.6 | -0.1 | 7 | -2 | 8 | 0.9
O=C(NC1CCS(=O)(=O)C1)/C(=C\c1ccc(F)cc1)NC(=O)c1ccccc1 (stereo unspecified) | 1 | -21 | 3 | 1.1 | 0.1 | 0.8 | -0.3 | -4 | 16 | 4 | 1
CCOC(=O)c1ccc(NC(=O)c2cnccn2)cc1 | 1 | -28 | 5 | 1 | 1.1 | 2.2 | 0.0 | 2 | -6 | 4 | 1
CCN(CC)C(=O)CSC1=N/C(=C/c2ccco2)C(=O)N1c1ccc(OC)c(Cl)c1 | 0.9 | -2 | -10 | 0.8 | 3.4 | 0.3 | -0.3 | 16 | -6 | 24 | 0.8
CC1CCc2ccccc2N1C(N)=Nc1ccccc1 (stereo unspecified) | 1 | -13 | 6 | 1.1 | 2.5 | -1.1 | -0.1 | 8 | 6 | 5 | 1
COc1ccc(-c2cn3nc4c(nc3n2)CCCC4)cc1 | 1.9 | . | 8 | 1.6 | 3.2 | 1.8 | -0.2 | -1 | 17 | 23 | 0.8
C/C(=N/O)c1ccc2c(c1)OCCOCCOc1cc(/C(C)=N/O)ccc1OCCOCCO2 | 0.9 | 11 | 14 | 0.9 | 2.1 | 5.4 | -0.6 | 4 | -6 | 8 | 0.9
COc1ccc(C2C(C#N)=C3NC(=O)c4c(sc5c4CCCCC5)N3C3=C2C(=O)CC(C)(C)C3)cc1 (stereo unspecified) | 0.9 | . | -3 | 1 | 5.4 | -9.2 | -0.5 | 88* | -5 | 24 | 0.8
COc1ccccc1Oc1ncnc2c1oc1ccccc12 | 0.9 | -12 | -2 | 0.9 | 1.5 | 0.1 | -0.5 | 0 | 4 | 9 | 0.9
COCCCNc1nc2c(c(=O)[nH]c(=O)n2C)n1CC(O)COc1cccc(C)c1 (stereo unspecified) | 0.9 | -8 | 1 | 0.9 | 0.8 | -1.4 | -0.2 | 0 | -3 | 17 | 0.8
COc1ccccc1Oc1ccc2c(c1)C(=O)N(c1cccc3ncccc13)C2=O | 0.9 | -7 | -13 | 0.8 | 1.7 | -0.2 | -0.3 | 0 | -1 | 15 | 0.9
Cc1c(Cl)ccc(S(=O)(=O)N2CCN=C2c2ccccc2)c1Cl | 0.9 | 8 | 2 | 0.9 | 1.4 | -0.3 | -0.3 | 16 | -16 | 6 | 0.9
COc1cc(SC)ccc1C(=O)NC(C)C | 0.9 | -5 | 15 | 0.9 | -0.1 | -1.4 | -0.1 | -4 | -6 | 9 | 0.9
O=C(NC(=O)c1ccc(F)cc1)Nc1nc(-c2cccs2)cc(C(F)(F)F)n1 | 1 | -8 | 16 | 1 | 1.0 | 0.6 | 0.0 | -6 | 2 | 4 | 1
COc1ccccc1NS(=O)(=O)c1cccc(C(=O)N/N=C/c2ccc(C)o2)c1 | 1 | -14 | -2 | 1.2 | 1.3 | 0.7 | -0.1 | 3 | -2 | 6 | 0.9
CC1(c2ccc(O)cc2)NC(=O)N(c2ccccc2)N1 (stereo unspecified) | 1 | -4 | 1 | 1.1 | 1.1 | -1.4 | -0.3 | -7 | -3 | 18 | 0.8
COc1ccc(-c2nc(-c3ccccc3)c(-c3cc([N+](=O)[O-])ccc3C)[nH]2)cc1OC | 0.9 | . | 8 | 0.8 | 0.5 | -0.1 | -0.4 | 65* | -12 | 32 | 0.7
OCCNc1nc(-c2ccccc2)c2ccccc2n1 | 1 | . | 4 | 0.9 | 0.7 | -0.7 | -0.2 | 4 | 3 | 11 | 0.9
COc1ccccc1NC(=O)N1CCc2[nH]c3ccc(F)cc3c2C1 | 0.9 | -11 | 6 | 0.9 | 2.9 | 2.1 | -0.3 | 20 | 0 | 21 | 0.8
Cc1cc(C)c(C#N)c(N2CCN(CCOc3ccc(Cl)cc3)CC2)n1 | 0.9 | -6 | 0 | 0.8 | 0.3 | 2.9 | 0.2 | 10 | -15 | 18 | 0.8
O=C(CCn1cnc2ccccc2c1=O)Nc1ccc2c(c1)OCCO2 | 0.9 | 0 | 0 | 0.9 | 0.9 | -0.3 | -0.1 | 6 | -12 | 18 | 0.8
CCCCC(=O)N/N=C(\C)CC(=O)Nc1ccccc1Br | 0.9 | 3 | 11 | 1 | 0.8 | -0.2 | -0.3 | -5 | -3 | 10 | 0.9
Cc1ccc(NC(=O)CSc2nc3ccccc3c(=O)n2CCCC(=O)N2CCCC2)cc1 | 0.9 | . | 1 | 0.9 | 3.5 | -0.4 | 0.0 | 28 | -9 | 21 | 0.8
Cc1ccc(S(=O)(=O)NNC(=O)CCC(=O)Nc2ccc(C)cc2C)cc1 | 0.9 | 2 | 11 | 0.9 | 1.1 | 0.5 | -0.2 | -5 | 7 | 9 | 0.9
O=C1Nc2ccccc2Oc2cc([N+](=O)[O-])cc(Oc3ccccc3)c21 | 1 | -8 | 1 | 1 | 1.3 | -0.1 | -0.1 | 15 | -6 | 13 | 0.9
CCn1c(C)nc2cc(C(=O)OCCC(F)(F)F)ccc21 | 1.1 | -8 | 9 | 1.1 | 0.7 | -0.3 | -0.4 | 7 | -10 | 6 | 0.9
O=C(C1CCCO1)N1CCN(C(=S)Nc2ccc(Cl)c(Cl)c2)CC1 (stereo unspecified) | 0.9 | 0 | 12 | 0.8 | -0.5 | 0.2 | -0.3 | -5 | 20 | 8 | 0.9
O=C(Nc1cccc2c1CCCC2)c1ccncc1 | 1 | . | 1 | 1 | 1.0 | 0.0 | -0.3 | -6 | 2 | 12 | 0.9
O=C(CSc1nc(-c2ccccc2)cs1)NCc1ccco1 | 0.9 | 20 | -1 | 0.8 | 1.6 | 0.4 | -0.6 | -1 | 12 | 18 | 0.8
O=C(NC(CCl)c1ccccc1)c1ccc(Cl)cc1 (stereo unspecified) | 0.9 | -6 | 20 | 0.9 | -0.5 | 0.6 | 0.0 | -4 | 5 | 4 | 1

2 of the compounds above, tab-delimited.
SMILES	PMI act hi M6P	S1P3 antagonist	G6PDH CS	PMI activator	RAM network inh	Redox H2O2 prof	Hsp70 activator	L major viab	TLR4-MyD88 BLA	Diaphorase inh	Diaphorase act
CCn1c(C)nc2cc(C(=O)OCCC(F)(F)F)ccc21	1.1	-8	9	1.1	0.7	-0.3	-0.4	7	-10	6	0.9
CCCCC(=O)N/N=C(\C)CC(=O)Nc1ccccc1Br	0.9	3	11	1	0.8	-0.2	-0.3	-5	-3	10	0.9
